a7 integrin act = integrin-mediated muscular dystrophy alleviation activation; alpha7betagal myoblasts, beta-gal FDG fluorescence, 48 h; Potency, µM (top dose mostly 38.3 µM), for the others: top-dose activation, usual class: activators; 0.064% of 350,000 active;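 note: potency is the fitted concentration of half-maximal effect; 100% = response of the positive control SU9516; nearly all actives have a fitted effect of over 60% in size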
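Alpha7betagal+/- myoblasts (passage 13) were plated 16-24 hr, then exposed to compounds (1:260 dilution of DMSO stock) for 48 hours at 37C. After MPER lysis, β-galactosidase reporter activity was read as FDG fluorescence (ex 480/em 540) after 30 minutes.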
GALK inhibitor = inhibitors of human galactokinase; P51570; Purified GALK, Kinase-Glo residual ATP luminescence; Potency, µM (top dose mostly 57.5 µM), for the others: top-dose activity change, negative = inhibition, most hits filed as inhibitors; 0.007% of 270,000 active; note: potency is the fitted concentration of half-maximal effect; % is set by controls: 0 for no effect and ±100 for the full control effect
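Galactose (100 uM) and ATP (35 uM) were turned over by 5 nM GALK for 1 h at RT. Kinase-Glo Plus then converted the remaining ATP into a luminescent signal.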
Giardia kill = Giardia lamblia killing. Giardia lamblia trophozoite viability. activity change, % at 7.66 µM, hits read low. 0.15% of 340,000 active. AID 540267; in the data active = activity change below about -80%; inconclusive = between about -30% and that limit;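 note: parasites exposed to compound for two days anaerobically before the ATP read; % is set by controls: 0 for no effect and ±100 for the full control effect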
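Luminescence from cellular ATP indicates surviving trophozoites (100 cells/well) following 48 hrs anaerobic compound treatment at 37 deg C; signal develops 15-30 min at room temperature.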
S-ASM inh = human S-ASM enzyme inhibition; AID 504937; 0.006% of 340,000 active; P17405; placental ASM, HMU-PC fluorogenic substrate, 60 min; Potency, µM (highest dose often 57.5 µM), for inactives: at the highest dose activity change, negative = inhibition, hits mostly inhibitors; note: potency is the fitted concentration of half-maximal effect
Target sequence (P17405 47-631 limits assumed): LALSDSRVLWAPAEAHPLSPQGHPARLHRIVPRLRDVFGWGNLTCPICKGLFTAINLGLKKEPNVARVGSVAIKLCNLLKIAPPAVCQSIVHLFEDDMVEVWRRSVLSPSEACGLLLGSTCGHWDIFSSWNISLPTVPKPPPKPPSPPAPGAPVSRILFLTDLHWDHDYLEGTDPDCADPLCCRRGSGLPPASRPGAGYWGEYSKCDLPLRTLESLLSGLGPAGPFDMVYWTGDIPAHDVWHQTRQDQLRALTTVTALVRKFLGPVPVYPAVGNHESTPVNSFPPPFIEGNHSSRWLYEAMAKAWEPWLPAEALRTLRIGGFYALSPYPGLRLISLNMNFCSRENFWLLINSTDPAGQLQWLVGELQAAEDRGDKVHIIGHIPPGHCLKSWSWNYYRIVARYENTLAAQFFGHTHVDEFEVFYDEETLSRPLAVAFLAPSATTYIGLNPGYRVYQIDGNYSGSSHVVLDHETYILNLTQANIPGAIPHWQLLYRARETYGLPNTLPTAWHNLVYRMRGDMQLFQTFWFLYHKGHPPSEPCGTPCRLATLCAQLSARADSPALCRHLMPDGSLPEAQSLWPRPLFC
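Fluorescence read-out (Ex 386 nm, Em 447 nm) after stopping the reaction at pH 10. Enzyme: ASM from human placenta; substrate HMU-PC0, 9 uM final; 60 min, 37 °C. Compound preincubation 10 min, ambient temperature.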
Chronic BCR inh = chronic active BCR signaling inhibition; ABC-DLBCL IkBa-CBG/CBR reporter, luminescence ratio, 4 h; Potency, µM (highest dose often 46.1 µM), for the others: at the highest dose ratio change, negative = lower green/red ratio, hits mostly inhibitors; 0.05% of 340,000 active; active = well fitted inhibition curve with a large enough effect in the signal ratio, with a control signal flat, not every such curve was filed as active; inconclusive = small, poorly fitted or top-dose-only effect, or effect the other way, or a change in a side signal; the % refers to the signal ratio;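 note: potency is the fitted concentration of half-maximal effect; plate controls were basal doxycycline-induced cells for no effect and cells given 10 µM MG132 for full effect; MG132 reads +100%, hits lower the ratio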
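Compounds up to 46 uM were incubated four hours with TMD8 cells whose green CBG68 luciferase is fused to IkappaBalpha; red CBR luminescence normalised the signal, and concentration-effect curves were fitted to fusion, red and ratio data.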
Tb PFK inh = T. brucei PFK enzyme inhibition; T. brucei PFK, ADP-Glo luminescence; Potency, µM (doses to about 57.5 µM), inactives show at the top dose activity, negative = inhibition, actives largely listed as inhibitors; 0.17% of 330,000 active; AID 485367;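 note: potency is the fitted concentration of half-maximal effect; 0% = uninhibited 1x PFK enzyme wells and -100% = no-enzyme wells; nearly all actives have a fitted effect of over 60% in size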
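Compounds were pin-transferred as a titration series up to 57 uM into substrate buffer (0.5 mM F6P, 0.1 mM ATP, pH 8.0), then 1.25 nM PFK was added and reactions ran 45 min before ADP-Glo detection.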
PKM2 activator = activators of human pyruvate kinase M2 | P14618 | purified PKM2, Kinase-Glo ATP luminescence, activation; response scale: 0% is enzyme alone, no compound | Potency, µM (doses to about 57.5 µM), for the others: at the highest dose activation, hits mostly activators | 0.34% of 260,000 active | AID 1631; note: potency is the fitted concentration of half-maximal effect; % is set by controls: 0 for no effect and ±100 for the full control effect; nearly all actives have a fitted effect of over 55% in size
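Kinase-Glo luminescence reports ATP generated from ADP (0.1 mM) and PEP (0.5 mM) by purified hPK-M2 after 1 h at room temperature, pH 7.2 imidazole buffer; intermediate enzyme activity allows detecting inhibitors and activators.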
TSG101-PTAP inh = blocks PTAP/TSG101 interaction to inhibit HIV-1 budding | Potency, µM (doses to about 115 µM), inactives show top-dose activity change, negative = inhibition, hits mostly inhibitors | AID 493005 | Fluorescence polarization, FITC-PTAP peptide / Tsg101 binding | Q99816 | 340,000 tested, under 10 active; active = well fitted inhibition curve with a large enough effect in the main read-out, with a control signal flat, not every such curve was filed as active; inconclusive = small, poorly fitted or top-dose-only effect, or effect the other way, or a change in a side signal; inactive = no such curve, though single readings can be large or run the other way; note: potency is the fitted concentration of half-maximal effect; % of control where 0% means no effect
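Fluorescence polarization binding of Tsg101 binding domain (10 uM final) to FITC-labeled PTAP peptide (50 nM final) in HEPES pH 7.5 buffer with NaCl, Tween 20, EDTA, TCEP. Compounds added before peptide; binding 20 min at RT.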
Menin MLL FP TR = inhibitors of human menin-MLL interaction, mutant MLL peptide | Potency, µM (highest dose often 61.6 µM), for inactives: top-dose FP activity change, negative = inhibition, usual class: inhibitors | Menin + Texas Red MLL mutant peptide, fluorescence polarization | AID 1768 | 0.23% of 270,000 active | O00255; active = well fitted inhibition curve with a large enough effect in the polarisation, with a control signal flat, not every such curve was filed as active; inconclusive = small, poorly fitted or top-dose-only effect, or effect the other way, or a change in a side signal; inactive = no such curve, though single readings can be large or run the other way; the % refers to the polarisation; note: potency is the fitted concentration of half-maximal effect; % of control where 0% means no effect; many of its hits are not listed in these tables
B2AR arrestin = beta2AR (human) beta-arrestin recruitment activity; 0.02% of 330,000 active; beta-arrestin recruitment to beta2AR, cell-based reporter; Potency, µM (titrated, usually from 46.1 µM), without a hit: top-dose activation, actives largely listed as activators;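 note: potency is the fitted concentration of half-maximal effect; 0% = DMSO controls and full agonism = EC100 isoproterenol or metaproterenol; nearly all actives have a fitted effect of over 65% in size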
Target sequence (P07550 whole entry, looked up): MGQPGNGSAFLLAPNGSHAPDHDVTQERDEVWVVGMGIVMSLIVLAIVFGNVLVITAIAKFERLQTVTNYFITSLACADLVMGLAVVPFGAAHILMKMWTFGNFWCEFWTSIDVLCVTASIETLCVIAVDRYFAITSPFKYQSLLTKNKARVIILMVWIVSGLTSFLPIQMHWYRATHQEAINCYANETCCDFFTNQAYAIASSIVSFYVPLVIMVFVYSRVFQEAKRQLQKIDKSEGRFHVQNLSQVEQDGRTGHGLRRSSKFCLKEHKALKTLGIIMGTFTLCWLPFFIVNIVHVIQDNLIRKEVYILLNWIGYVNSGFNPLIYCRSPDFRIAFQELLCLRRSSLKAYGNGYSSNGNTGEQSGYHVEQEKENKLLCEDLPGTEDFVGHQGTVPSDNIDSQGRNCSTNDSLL
Coupling enz = inhibits coupling enzyme system, counter-screen for aldolase hits; coupling enzyme system counterscreen, AmpLite Red fluorescence; activity change, negative = inhibition, % at 58.2 µM, hits read low; 0.67% of 290,000 active; AID 2472; in the data active = activity change below about -30%; note: % is set by controls: 0 for no effect and ±100 for the full control effect
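Counterscreen lacking aldolase: glyceraldehyde-3-phosphate coupling-enzyme reagent preincubated 10 min at RT with compound (at 57.5 uM final), then substrate/coupling system with AmpLite Red added; fluorescence read at 525/598 nm after 20 min RT.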
* hit, by the source's call; ? = inconclusive; nt = not tested or not shown; [ ] = remark or other dose. Unless noted, calls come from the whole dose curve; as a rule, active = well fitted curve in the direction sought with a large enough effect; inconclusive = small, poorly fitted or top-dose-only effect, or another doubt; inactive = no such curve, though single readings can be large; an effect the other way counts as inactive or inconclusive. These rows are one share of the data. The share of hits here may be higher or lower than overall.

SMILES	a7 integrin act	GALK inhibitor	Giardia kill	S-ASM inh	Chronic BCR inh	Tb PFK inh	PKM2 activator	TSG101-PTAP inh	Menin MLL FP TR	B2AR arrestin	Coupling enz
COc1ccc(Cn2c(=S)[nH]c3ccccc32)cc1	-19%	-3%	-8	-1%	-13%	-13%	8%	-1%	13%	0.1%	3
COc1cc(C(=O)OCc2cc(=O)n3ccsc3n2)ccc1OC(C)C	14%	nt	-25	1%	?	0%	nt	-1%	nt	0.2%	nt
O=C(Nc1cccnc1)c1cccc(-c2cc3ccccc3oc2=O)c1	-8%	3%	?	6%	?	0%	-2%	-4%	-17%	0.1%	0
COc1ccc(Cl)cc1C(=O)Nc1ccc2nc3n(c(=O)c2c1)CCCC3	?	2%	12	-3%	-1%	0%	nt	0%	2%	-0.1%	9
COC(=O)C1CCN(C(=O)c2cc3ccccc3oc2=O)CC1	-6%[7.66 µM]	-1%	-9	0%	-3%	0%	-4%	-4%	-2%	0.0%	0
O=C(O)CC1(CC(=O)NCc2ccc(-c3cccs3)cc2)CCCCC1	11%	-2%	-9	-10%	6%	0%	5%	-1%	nt	-0.9%	22
OC(COc1ccc(C2C=CCC2)cc1)CN1CCCCC1 (stereo not drawn)	-47%[inhibitor]	1%	5	7%	-1%	-2%	3%	2%	-5%	0.4%	0
COc1ccc(N=C2CCS(=O)(=O)c3sccc32)cc1	-135%[inhibitor]	1%	-1	0%	3%	-1%	-5%	-1%	-5%	0.1%	-1
COC(=O)Cn1c(CN2CCc3ccccc3C2)nc2c1c(=O)n(C)c(=O)n2C	8%	3%	1	4%	5%	-4%	-7%	-7%	-21%	-0.3%	-3
COC(=O)c1nnn(-c2cccc(Cl)c2)c1C(=O)OC	3%	0%	-7	2%	?	-6%	-3%	-5%	nt	-0.1%	2
CCC1(C(=O)O)NC(c2cccc(OC)c2O)C2C(=O)N(c3ccccc3)C(=O)C21 (stereo not drawn)	8%	0%	2	-1%	-4%	-1%	-12%	-8%	-1%	-0.2%	5
Cc1ccc(C)c(OCCCC(=O)NC2CCCCC2)c1	7%	-1%	1	-3%	5%	1%	2%	-3%	-6%	-0.6%	2
Cc1cc(C)n(CCc2nc(-c3cccs3)cs2)n1	3%	0%	-7	-2%	20%	-1%	-3%	-3%	3%	1.1%	-4
CCS(=O)(=O)c1ccc(O)c(NC(=O)COc2ccccc2)c1	15%	4%	-8	2%	0%	0%	-7%	0%	7%	-0.2%	0
COc1ccc(NC(=O)N(Cc2cc3cc(OC)c(OC)cc3[nH]c2=O)CC2CCCO2)cc1 (stereo not drawn)	18%	-2%	14	-7%	?	-2%	-28%	-2%	5%	-0.5%	0
COc1ccc(C(=O)Nc2ccccc2C(=O)NCCN2CCOCC2)cc1	-50%[inhibitor]	-3%	-1	4%	?	3%	-2%	-12%	-6%	-0.4%	6
O=[N+]([O-])c1ccc(CP(=O)(c2ccccc2)c2ccccc2)cc1	-23%	0%	-9	-6%	1%	4%	2%	3%	1%	-1.1%	0
COc1ccc(-c2cc(C(F)(F)F)c(C#N)c(SCC(=O)O)n2)cc1	-9%	12%	-4	172%[activator]	-3%	2%	-7%	1%	15%	0.5%	8
CC(=O)Nc1sc(C)c(C)c1CN1CCN(Cc2ccccc2)CC1	6%	2%	-7	2%	-9%	-2%	7%	-2%	6%	0.2%	-2
O=C(CCC(=O)c1ccc(Oc2ccccc2)cc1)Nc1ccc(C(=O)O)cc1	28%	7%	-2	-6%	?	2%	-6%[11.5 µM]	-1%	-2%	-1.0%	7
COc1ccc(OC)c(CNC(=O)C2CCC(=O)N(CCCN3CCCC3=O)C2)c1 (stereo not drawn)	11%	-1%	50[activator]	-6%	-3%	2%	nt	-3%	nt	-0.1%	nt
CCN1CCC(CNCc2cn(-c3ccc(OC)cc3)nc2-c2ccccc2Cl)C1 (stereo not drawn)	-2%	1%	22	3%	?	2%	0%	-4%	-26%	-0.3%	1
Cn1c(C(=O)N2CCN(C3CCCCC3)CC2)cc2c(=O)n(C)c3ccccc3c21	nt	0%	nt	nt	1%	2%	-13%	nt	-12%	0.0%	0
O=C(c1cc(-c2ccccc2)nc2ccccc12)N1CCN(C2CCS(=O)(=O)C2)CC1 (stereo not drawn)	-37%	nt	28	0%	2%	1%	nt	0%	nt	0.2%	nt
CCN(CC(=O)Nc1ccccc1C(F)(F)F)C(=O)/C=C/c1ccc(Cl)c([N+](=O)[O-])c1	0%	nt	5	2%	-6%	1%	nt	2%	nt	-0.1%	nt
CC(C)CCSc1nnc(Cn2c(=O)sc3ccccc32)n1C	-7%	-3%	-6	7%	4%	0%	2%	0%	10%	-0.5%	1
CN(CC(=O)NCCN1CCOCC1)S(=O)(=O)c1ccc(F)cc1	6%	5%	-3	2%	-5%	0%	1%	0%	11%	0.0%	0
N[C@@H](Cc1ccccc1)C(=O)N1CCOCC1	-6%	nt	-9	5%	0%	-1%	nt	-2%	nt	0.0%	nt
C[C@H](CO)N1C[C@H](C)[C@@H](CN(C)Cc2ccccc2)Oc2c(NS(=O)(=O)c3ccc(F)cc3)cccc2C1=O	0%	nt	-16	-1%	4%	0%	nt	0%	nt	-0.4%	nt
O=C(Nc1ccc(-c2nc3ccccc3o2)cc1)c1ccc(N2CCOCC2)c([N+](=O)[O-])c1	-31%	-4%	-4	-27%	5%	1%	0%	-10%	?	-0.9%	-2
Cc1cc(/C=C2\SC(=S)N(C)C2=O)c(C)n1-c1ccc(O)cc1	-6%	0%	-7	-21%	?	0%	1%	-3%	nt	2.8%	-4
Clc1ccc(-c2n[nH]c3c2CCC3)cc1Cl	11%	-5%	-11	?	?	-2%	1%	-1%	18%	-0.4%	5
Cc1ccccc1N(C(=O)c1snc(C(N)=O)c1N)C(C(=O)NCc1ccccc1)c1ccc(O)cc1 (stereo not drawn)	37%	-3%	3	299%[activator][11.5 µM]	?	-9%	nt	4%	23%	-0.2%	-1
CCO/N=C(/C)c1c(O)cc(-c2ccccc2)n(-c2ccccc2)c1=O	0%	0%	-15	0%	-1%	2%	-3%	-3%	-7%	1.4%	2
O=C(Nc1ccc2c(c1)OCO2)c1ccc(Cl)cc1Cl	8%	-1%	13	-1%	?	1%	7%	0%	nt	0.0%	nt
COc1ccccc1N1CCN(S(=O)(=O)c2ccc3c4c(cccc24)C(=O)N3)CC1	-11%	5%	-8	-22%	-2%	-4%	-1%	0%	?	0.1%	0
COc1cccc(NS(=O)(=O)NC(=O)c2c[nH]c3ccccc23)c1	-1%	6%	-8	-2%	0%	-2%	nt	-1%	nt	-0.8%	nt
CC1CCCN(CCCN2C(=O)C3C(C(=O)Nc4ccc(Cl)cc4)C4C=CC3(O4)C2C(=O)NC2CCCCC2)C1 (stereo not drawn)	-64%[inhibitor]	13%	-11	1%	-2%	1%	-1%	-1%	-10%	-1.2%	2
CN1CCC(OC(=O)c2ccco2)CC1	-5%	-3%	-12	-5%	-7%	1%	-27%	-4%	0%	-0.5%	-2
Cn1ncc2c(Nc3ccc(Cl)c(Cl)c3)ncnc21	10%	1%	9	-7%	?	-9%	nt	-2%	17%	0.2%	-4
O=C(NC1CCCCC1)c1ccccc1NC(=S)NC(=O)C1CC1	0%	2%	-10	5%	-2%	-2%	-4%	-1%	-8%	0.2%	-3
CC[C@@]1(C(=O)OC)N[C@H](CN(C)C(=O)c2ccc(C(C)(C)C)cc2)[C@@H]2C(=O)N(Cc3ccccc3)C(=O)[C@@H]21	32%	nt	1	-1%	0%	0%	nt	0%	nt	-0.8%	nt
C=CCN1C(c2ccc(OCC)cc2)=CS/C1=C(\C#N)c1nnc2n1CCCCC2	-50%[inhibitor]	0%	-17	-3%	?	-23%	-13%	-2%	-28%	2.5%	4
COc1ccc(-c2cc3nc4n(c(=O)c3s2)CCCCC4)cc1	9%	-4%	?	-1%	-12%	4%	-6%	0%	nt	-0.9%	0
COC(=O)c1sccc1NC(=O)/C=C/c1c(Cl)cccc1Cl	9%	0%	-5	-3%	?	3%	-3%	0%	nt	-0.1%	1
O=C(CSc1nc2ccccc2c(=O)[nH]1)Nc1ccccc1C(F)(F)F	-4%	2%	-20	9%	?	-2%	nt	8%	nt	0.1%	nt
CC(O)c1cc2c(cc1NC(=O)c1cnn3c1NC(c1ccco1)CC3C(F)(F)F)OCO2 (stereo not drawn)	24%	-2%	22	-1%	?	3%	22%	-4%	-12%	-0.2%	2

Source: PubChem
